FN deposition inh = fibronectin deposition inhibition | AH1F fibroblasts, Alexa488-fibronectin deposition fluorescence, overnight | inhibition, % at 12.6 µM | actives 0.086% (n = 350,000);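 active = mean inhibition across replicates of 30% or more, regardless of how many single replicates reach that level; inconclusive = mean under 30% yet at least half of replicates reach 30%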;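 also: positive control wells lacked labelled fibronectin entirely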
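test system = AH1F fibroblasts assembling fluorescent fibronectin matrix | quantity = 10000 AH1F cells per well | buffer or medium = DMEM plus 2% serum, read in PBS | doses = single dose, pinned | incubation = 1 h cell attachment, overnight exposure to compound and label | detection = fluorescence at 485 nm excitation, 525 nm emission | read-out basis = inhibition from reduced deposited-fibronectin fluorescence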
DENV2 CPE = inhibitors of DENV2 cytopathic effect | DENV2-infected cells, cytopathic effect rescue, plate reader | actives 1.7% (n = 350,000) | CPE inhibition, % at 9.99 µM | AID 651640; in the data active = CPE inhibition above about 20%, passing the limit was not always enough; inconclusive = no clear call, values can overlap the other calls; tested in BHK-21 cells;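 also: 0% = median of neutral control wells and 100% = median of positive control wells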
miR-122 sensor = inhibitors of miR-122 in Huh7 cells; Huh7 miR-122 Renilla luciferase sensor, 48 h; neutral wells = 0, positive control = 100; activation (reporter increase), % at 12.5 µM; actives 0.3% (n = 340,000);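 active = mean replicate activation score at least 90 and every replicate individually at or above 90; inconclusive = only one of the two criteria met; inactive = neither criterion met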;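 also: higher luciferase means less miR-122 activity so hits act as miR-122 inhibitors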
EWS-Fli block = inhibitors of EWS/Fli oncoprotein transcriptional activity. A673 NR0B1-luciferase reporter, viability-normalised. inhibition, % at 12.6 µM. actives 0.67% (n = 350,000);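 active = mean inhibition of at least 50% after viability correction, with every replicate also passing that limit; inconclusive = mean reaches 50% but only one of two replicates passes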;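 also: firefly luciferase signal divided by Alamar Blue viability fluorescence both relative to DMSO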
GSIS activator = GLuc luminescence reporter in INS-1E cells, primary screen for activators of glucose-dependent secretion of insulin | actives 0.61% (n = 370,000) | INS-1E GLuc reporter insulin secretion, 2-3 h | AID 743287 | activation, % at 16.6 µM;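 active = lowest replicate activation of at least 40%, so every replicate reaches that level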;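 also: 0% = median of neutral control wells and 100% = median of IBMX positive control wells; some compounds called inactive have numbers as strong as hits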
PAX8 reporter = lowers PAX8-driven luciferase in RMG-I cells; RMG-I TPO-luciferase reporter, SteadyGlo, 24 h; inhibition, % at 12.6 µM; actives 1.2% (n = 360,000);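 active = mean replicate inhibition at least 60% with every replicate also reaching 60%; inconclusive = only one of the two criteria is met; inactive = mean below 60% and not all replicates reaching 60%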;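 also: luciferase light reporting Pax8 driven TPO promoter activity; plate controls were median of neutral control wells for no effect and mitoxantrone controls for full effect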
CFTR F508del cor = CFTR F508del correction in bronchial cells. CFBE cells, YFP halide quenching; stimulated with forskolin plus potentiator P3; % fluorescence drop versus neutral controls. activity (quench increase), % at 7.58 µM. actives 0.36% (n = 350,000). AID 720511;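 active = mean added fluorescence quench of at least 8% versus neutral control, with both replicates also reaching 8%; inconclusive = only one of the mean or replicate conditions met; inactive = mean below 8% and not both replicates reaching 8%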;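 also: cells transiently co-express mutant CFTR-F508del with the halide-sensitive YFP; corrector assay measuring rescue of mutant channel to the surface after 24 h compound exposure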
* = called active by the depositor; ? = inconclusive; nt = no result given; [ ] = remark or other dose.

Compound | PAX8 reporter | GSIS activator | miR-122 sensor | CFTR F508del cor | EWS-Fli block | FN deposition inh | DENV2 CPE
CC1CCCCC1NC(=O)COC(=O)Cc1ccc(Cl)cc1 (stereo not given) | -10 | -18 | nt | 1.5 | -8 | -2 | 5
NC(=O)CC(NC(=O)Cc1cccc2ccccc12)c1ccc(N2CCC(N3CCCCC3)CC2)c([N+](=O)[O-])c1 (stereo not given) | 4 | -2 | -2 | -3.8 | 0 | -8 | 23*
O=[N+]([O-])c1cc(-c2nnc(-c3ccccc3)o2)ccc1Oc1ccc(Cl)cc1 | 98* | 6 | -1 | -4.0 | -51 | -3 | -2
Cc1cccc(N2CCN(C(=O)c3cc(S(=O)(=O)N4CCOCC4)cn3C)CC2)c1C | 4 | nt | -12 | 2.5 | 13 | 2 | -10
COC(=O)C[C@@H]1CC[C@@H](NC(=O)Nc2cc(F)ccc2F)[C@@H](CO)O1 | 20 | 13 | nt | -4.3 | -5 | 5 | 14
COc1ccc(NC(=O)N2CC(=O)N3[C@H](CO)[C@H](c4ccc(-c5ccccc5)cc4)[C@@H]3C2)cc1 | -14 | -14 | nt | -3.0 | -11 | nt | 15
Cn1cnc(CCNC(=O)C[C@@H]2CC[C@@H]3[C@H](COC[C@@H](O)CN3C(=O)Nc3ccccc3)O2)c1 | -15 | 14 | -4[16.7 µM] | -0.7 | -1 | 0 | 16
CSc1ccc(/C=C(/Sc2nnc(-c3ccccc3)o2)C(=O)O)cc1 | 11 | 10 | -2 | -1.5 | 1 | -4 | 2
FC(F)(F)c1cccc(Cn2nnnc2-c2cccc(C(F)(F)F)c2)c1 | nt | -22 | 0 | nt | nt | -12 | nt
C=CCOc1ccc(C2=NOC(C(=O)Nc3ccc4c(c3)OCCO4)C2)cc1 (stereo not given) | 1 | -11 | nt | -1.7 | 3 | 2 | -3
C#CCOCCOCCOCCNc1nc(N2CCN(C(=O)C([C@@H](C)O)n3cc([C@@H](N)CCCCN)nn3)CC2)nc(N2CCN(C(=O)[C@H](CCCCN)n3cc([C@@H](N)CC(N)=O)nn3)CC2)n1 (stereo not given in full) | 6 | nt | nt | 1.6 | -5 | -1 | nt
CNC(=S)N(Cc1ccc(OC)cc1)Cc1cc2cc(C)ccc2[nH]c1=O | -9 | -5 | 0 | 1.7 | -7 | 15 | 3
CNC[C@H]1OCCCC[C@H](C)Oc2ccc(NS(=O)(=O)c3cccs3)cc2C(=O)N([C@@H](C)CO)C[C@@H]1C | -10 | 26 | 9[16.7 µM] | 0.2 | nt | nt | -1
O=C(O)/C=C/C(=O)NC1CCCCC1 | -1 | 3 | -5 | nt | 4 | 3 | -7
CCNC(=O)/C(=C\C=C\c1ccccc1)NC(=O)c1ccc(Br)o1 | 12 | 11 | nt | nt | nt | 2 | nt
O=C(Nc1cc(F)ccc1F)N1CC(=O)N2[C@H](C1)[C@H](c1ccc(C#CC3CCCCC3)cc1)[C@@H]2CO | 8 | -8 | nt | 0.0 | -4 | nt | -13
COc1cccc(C(=O)NCCS(=O)(=O)NCc2ccc3c(c2)OCO3)c1 | -2 | 21 | -3 | 0.5 | 1 | 3 | ?
COc1cccc(S(=O)(=O)Nc2ccc3c(c2)C(=O)N(C)C[C@@H](OC)[C@H](C)CN(Cc2ccccc2F)[C@@H](C)CO3)c1 | -3 | -8 | nt | 0.7 | 14 | -30 | 18
COc1cc(C2C(S(=O)(=O)c3ccccc3)CON2C)ccc1OCc1ccc(F)cc1 (stereo not given) | -8 | 2 | nt | 0.5 | -22 | -3 | 13
CCOCCc1c(O)nc(SCC(=O)N2CCOCC2)[nH]c1=O | -7 | 7 | nt | -1.4 | -11 | -5 | 10
CO[C@@H]1CN(C)C(=O)c2ccc(NC(C)=O)cc2OC[C@H](C)N(C(=O)C2CC2)C[C@H]1C | -6 | 16 | nt | 0.9 | -6 | -6 | -3
O=c1[nH]c2ccc(NCc3ccccc3OCc3ccc(Cl)cc3)cc2[nH]1 | -9 | 4 | -10 | -0.7 | 9 | -2 | -1
CCc1ccc2[nH]c(C(=O)N(C)c3ccc(F)cc3F)cc2c1 | -5 | 11 | 8 | -3.1 | 1 | -4 | -3
COCCN(C(=O)CCC(=O)Nc1nccs1)C(C(=O)NCCC(C)C)c1ccc(F)cc1 (stereo not given) | 10 | -5 | 9 | 2.7 | 9 | 10 | 1
CC1CCCC(N2CCN(C(=O)c3ccc(F)cc3)CC2)C1 (stereo not given) | -13 | 10 | -7 | 2.9 | -5 | 19 | 1
O=[N+]([O-])c1nn(-c2ccc3c(c2)OCCO3)n(O)c1=NCCCO | -31 | nt | -11 | nt | nt | 3 | nt
CN(C(=O)CCn1c(=S)oc2ccccc21)c1ccc(F)cc1 | -4 | -3 | nt | 2.8 | -3 | -14 | 3
COc1ccccc1-c1cnc2c(c1)C(=O)N([C@H](C)CO)C[C@H](C)[C@@H](CN(C)C(=O)c1cccnc1)O2 | -27 | 8 | 19[16.7 µM] | -1.6 | -10 | nt | -3
O=C(c1cnccn1)N1CC(=O)N2[C@H](C1)[C@H](c1ccc(C#CC3CCCC3)cc1)[C@@H]2CO | nt | 5 | nt | 0.4 | 8 | -9 | -1
CC(C)C(=O)N1CCCC1(C)C(=O)N(C)Cc1cccc2ccccc12 (stereo not given) | 23 | -10 | 0 | -0.8 | -3 | 6 | -7
CCn1nc(C(=O)NC2=NCCS2)c2ccccc2c1=O | -18 | nt | -6 | nt | nt | 4 | nt
CCCC#Cc1ccc([C@H]2[C@@H](CO)N3CCCCN(C(=O)NC4CCCC4)C[C@@H]23)cc1 | 11 | -25 | -12[16.7 µM] | 1.9 | 3 | nt | nt
CC(C)c1c(C(=O)N/N=C/c2cccc(OCc3ccccc3)c2)nnn1-c1nonc1N | -26 | 4 | -4 | -0.3 | nt | 2 | -9
Cc1ccc(-c2ccc3c(c2)O[C@@H](CN(C)C(=O)CN(C)C)[C@@H](C)CN([C@H](C)CO)S3(=O)=O)cc1 | nt | 7 | 3[16.7 µM] | -2.4 | 12 | nt | ?
COc1cc(-c2cccc([C@H]3[C@@H]4C=CC[C@@H](C)[C@@H]4C(=O)N3Cc3ccccc3)c2)cc(OC)c1OC | 22 | 16 | -4 | -0.4 | 11 | nt | 4
COc1cccc(NC(=O)C2C3C=CC4(O3)C2C(=O)N(CCN2CCCCC2)C4C(=O)NC2CCCCC2C)c1 (stereo not given) | 3 | -7 | -3 | 5.0 | -2 | 14 | -1
COCCCN(C)C1CCN(C(=O)Nc2ccc(F)cc2)CC1 | -8 | 0 | nt | -1.6 | -1 | 13 | -7
Cc1cc(Nc2cc(F)c(F)c(F)c2)cc(=O)n1-c1cc(F)c(F)c(F)c1 | -4 | 1 | nt | -2.1 | 9 | 6 | -3
CC(C)CC(C(=O)NC1CCCCC1)N(Cc1cccs1)C(=O)c1snc(C(N)=O)c1N (stereo not given) | 1 | 9 | nt | 1.1 | -5 | -3 | 1
O=C(C[C@@H]1C=C[C@H](NC(=O)CN2CCOCC2)[C@@H](CO)O1)NC1CCCCC1 | 2 | 21 | nt | -1.3 | -8 | 7 | -10
Cc1cnn(-c2cc(N/N=C/c3cccc(F)c3)ncn2)c1 | 33 | nt | 0 | 0.0 | -23 | -2 | nt
CCOc1ccc(NC(=O)C2CC(=O)N(CCc3ccc(OC)c(OC)c3)C2)cc1OCC (stereo not given) | 2 | 3 | 9 | 2.4 | 1 | 5 | 15
COc1ccc(N(C(=O)c2snc(C(N)=O)c2N)C(C(=O)NCc2ccccc2)c2ccc(F)cc2)c(OC)c1 (stereo not given) | 19 | -2 | nt | 1.1 | 7 | -4 | -5
CCCN(CCC)CCCNc1ccc2nnc(-c3ccc(F)cc3)n2n1 | -6 | nt | -9 | 0.6 | -7 | -3 | -4
CNc1nc2c(Cl)cc(Cl)cc2s1 | -43 | 22 | nt | -1.1 | -14 | 12 | -5
O=C(NCC[C@@H]1CC[C@@H](NS(=O)(=O)c2cccc(F)c2)[C@@H](CO)O1)Nc1cc(F)ccc1F | 12 | -15 | nt | -5.2 | -4 | nt | 24*
O=C1CCCCC1c1cccc2ccccc12 (stereo not given) | 2 | 31 | 3 | nt | nt | 1 | nt
CC(=O)N1CCN(Cc2nc3cc(NC(=O)c4cccc(Br)c4)ccc3n2C)CC1 | -17 | 2 | -4 | -2.9 | -26 | -1 | -2
O=C(C(=O)N1CCC(CNS(=O)(=O)c2ccccc2)CC1)c1cc2ccccc2o1 | 37 | -16 | nt | 1.7 | 5 | -3 | 2
Cc1c(C(N)=O)sc(N)c1C(=O)OC(C)C | 3 | nt | 0 | nt | nt | 14 | nt
O=C(Nc1cccc(Cl)c1)N1C[C@H]2[C@@H](c3ccccc31)[C@H](CO)N2CC1CCOCC1 | -17 | -5 | -29[16.7 µM] | 1.2 | -5 | nt | 3
COc1ccc(-c2nnc(SCC(=O)Nc3c(Cl)cc(Cl)cc3C(=O)O)o2)cc1 | 10 | 17 | 73 | -2.6 | -1 | 6 | 0
Cc1ccc(N2C(=O)C3ON(c4ccccc4)C(c4ccncc4)C3C2=O)c(C)c1 (stereo not given) | -8 | nt | -4 | nt | nt | -2 | nt
CC(NC(=O)c1ccco1)C(=O)N1CCN(c2cccc(Cl)c2)CC1 (stereo not given) | 1 | nt | nt | 0.9 | -9 | 1 | 2
Cc1nn(C)cc1NC(=O)C[C@H]1CC[C@H]2[C@H](COc3ccc(NC(=O)c4cccc(F)c4)cc3C(=O)N2C)O1 | -22 | 3 | 25[16.7 µM] | -2.4 | -8 | 8 | -3
O=C(CSc1ncc(S(=O)(=O)c2ccccc2)c(=O)[nH]1)Nc1ccccc1Cl | 10 | -17 | nt | 1.6 | 12 | -7 | -1
Cc1ccc(S(=O)(=O)N(C)C[C@@H]2Oc3ccc(NC(=O)Nc4ccccc4)cc3CC(=O)N([C@H](C)CO)C[C@H]2C)cc1 | -5 | -6 | -8[16.7 µM] | -5.8 | 3 | nt | 9
COc1cc(Br)cc(/C=N/NC(=O)Cc2ccc(C(F)(F)F)cc2[N+](=O)[O-])c1O | 24 | 3 | 4 | 3.6 | 12 | -1 | 4
Nc1nc(N)c2c(ccc3nccc32)[nH]1 | 16 | -2 | nt | 0.0 | 56* | 4 | 0
O=C(CN1c2cccc3cccc(c23)S1(=O)=O)N1CCOCC1 | nt | 14 | -8 | nt | nt | 1 | nt
Cc1ccccc1OCC(=O)Nc1nnc(S(=O)(=O)N2CCCC2)s1 | 9 | nt | 5 | 1.9 | 10 | 0 | ?
COc1ccc(NC(=O)N(C)C[C@H]2Oc3ccc(NC(=O)CCCN(C)C)cc3C(=O)N([C@H](C)CO)C[C@@H]2C)cc1 | -16 | 17 | 2[16.7 µM] | -1.0 | -2 | nt | 0
COc1cc(OC)c(C2=NOC(C(=O)N3CCCc4ccccc43)C2)cc1Cl (stereo not given) | nt | -47 | 2 | nt | nt | -6 | nt

Ordered by the number under miR-122 sensor (rising): 3 of the compounds above
canonical_smiles | GSIS activator | miR-122 sensor | CFTR F508del cor | DENV2 CPE
O=C(CN1c2cccc3cccc(c23)S1(=O)=O)N1CCOCC1 | 14 | -8 | nt | nt
Cc1cnn(-c2cc(N/N=C/c3cccc(F)c3)ncn2)c1 | nt | 0 | 0.0 | nt
O=C1CCCCC1c1cccc2ccccc12 (stereo not given) | 31 | 3 | nt | nt
